CF NFkB block – inhibitors of cystic fibrosis induced NF-kB; AID 588850; KKLEB NF-kB-GFP reporter, PAF-induced, GFP fluorescence overnight; inhibition, % at 5 µM; 360,000 tested, 0.86% active;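 active = at least 50% inhibition at 5 µM, scaled per plate between neutral and stimulator controls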;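 note: PAF is a Pseudomonas aeruginosa culture filtrate used as stimulus; plate controls were PAF-stimulated DMSO wells for no effect and unstimulated DMSO wells for full effect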
Shn3 inh set2 – Schnurri-3 reporter inhibition in Clone20 osteoblasts; Clone20 osteoblast Shn3 3'UTR firefly luciferase, 24 h; inhibition, % at 12.5 µM; 360,000 tested, 0.52% active;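 active = mean inhibition of at least 75% with every replicate also reaching 75%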;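 note: 0% = median of neutral control wells and 100% = pilot-screen positive control compound; some compounds past the cut are filed as inactive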
NR2E3 ag-1 – human photoreceptor-specific nuclear receptor agonism; Q9Y5X4; CHO-S Gal4-NCOR/VP16-NR2E3 two-hybrid, luciferase; inhibition of corepressor binding, % at 3.98 µM; 360,000 tested, 0.35% active; AID 602229;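 active = inhibition above the mean of all tested compounds plus 3 SD, cut at about 70% in these data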;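 note: 0% = DMSO with NR2E3 transfected cells and 100% = cells lacking NR2E3 construct; higher means lower luciferase signal from less NR2E3 corepressor binding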
Target sequence (Q9Y5X4 whole entry, looked up, the tested form may be a part): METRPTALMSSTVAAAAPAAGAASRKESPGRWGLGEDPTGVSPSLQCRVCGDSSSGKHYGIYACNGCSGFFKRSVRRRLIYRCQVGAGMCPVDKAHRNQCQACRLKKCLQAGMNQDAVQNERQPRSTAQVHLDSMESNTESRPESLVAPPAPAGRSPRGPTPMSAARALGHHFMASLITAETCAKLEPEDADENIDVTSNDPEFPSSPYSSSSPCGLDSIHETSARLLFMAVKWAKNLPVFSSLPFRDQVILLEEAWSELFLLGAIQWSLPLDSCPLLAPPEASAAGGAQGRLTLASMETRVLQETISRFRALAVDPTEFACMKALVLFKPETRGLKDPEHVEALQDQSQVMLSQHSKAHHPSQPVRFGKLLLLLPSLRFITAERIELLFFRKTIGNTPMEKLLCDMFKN
Peg3 promoter – reduces Peg3 promoter-driven luciferase expression in HeLa. 360,000 tested, 1.7% active. inhibition, % at 20 µM. AID 588405. HeLa PEG-Prom luciferase reporter, luminescence, overnight;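 active = inhibition of at least 50% at 20 µM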
CaV13 FRET inh – Disruptors of the CACNA1D IQ motif to Ca2+-dependent inactivation inhibitor domain association, primary screening, Förster resonance energy transfer in intact living …. inhibition, % at 12.3 µM. 340,000 tested, 0.098% active. HEK cells, CFP/YFP FRET ICDI-IQ, plate reader, 10 min; percent FRET-ratio fall versus neutral wells;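 active = mean replicate inhibition of at least 30% and at least 1% of replicates passing that level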;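 note: 0% = median of the neutral control wells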
TRPM1 prom inh – reduces MITF-dependent TRPM1 promoter luciferase signal | inhibition, % at 12.5 µM | SK-MEL-5 TRPM1 promoter luciferase, 24 h | AID 488899 | 330,000 tested, 0.83% active;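 active = mean inhibition across replicates of 60% or more, whatever share of single replicates reaches that level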; note: values of inactives mirror those of a sister screen read the other way
PDI inh – PDI (human) enzyme inhibition; P07237; PDI insulin aggregation turbidity, A650, 90 min; inhibition, % at 10 µM; 350,000 tested, 0.052% active;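 active = mean inhibition across replicates of 30% or more, whatever share of single replicates reach that level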;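 note: absorbance from insulin aggregation driven by PDI reduction with DTT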
Target sequence (P07237 whole entry, looked up): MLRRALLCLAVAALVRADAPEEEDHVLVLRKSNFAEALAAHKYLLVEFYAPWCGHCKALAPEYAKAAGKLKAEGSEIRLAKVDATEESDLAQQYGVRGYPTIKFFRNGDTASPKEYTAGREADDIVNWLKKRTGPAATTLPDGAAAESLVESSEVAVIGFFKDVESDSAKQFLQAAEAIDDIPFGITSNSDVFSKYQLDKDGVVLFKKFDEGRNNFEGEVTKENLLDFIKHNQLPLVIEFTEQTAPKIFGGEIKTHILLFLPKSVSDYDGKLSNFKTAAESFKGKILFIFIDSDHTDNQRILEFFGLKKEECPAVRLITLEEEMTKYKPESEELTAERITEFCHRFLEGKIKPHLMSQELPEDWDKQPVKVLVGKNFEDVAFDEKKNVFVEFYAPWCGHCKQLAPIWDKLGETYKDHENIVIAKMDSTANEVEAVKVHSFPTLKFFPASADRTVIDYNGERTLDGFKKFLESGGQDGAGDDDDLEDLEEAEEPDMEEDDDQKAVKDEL
NR2E3 ag-2 – NR2E3 (human) agonism | GST-NR2E3/biotin-RetCOR TR-FRET, 1536-well | Q9Y5X4 | inhibition of corepressor binding, % at 4.78 µM | AID 2300 | 320,000 tested, 0.12% active;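 active = percent inhibition above the cutoff of mean plus 3 SD of all tested compounds, set per screening campaign, cut at about 20% in these data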;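 note: 0% = DMSO wells and 100% = biotin wells as full block of FRET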
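System: GST-NR2E3 and biotin-RetCOR proteins; probe or stimulus: 7 nM biotin-RetCOR; doses: compound at 4.8 µM, single dose; schedule: Compound–protein incubation for 5 h at 4 °C; detection: time-resolved FRET; read-out: percent inhibition; controls: biotin wells as high control, 0.6% DMSO wells as low control; format: 1536-well plates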
HIF-2a inh – HIF-2a inhibition | 786-0 RCC cells HIF-2a reporter, luciferase luminescence, overnight | inhibition, % at 18.8 µM | 360,000 tested, 0.72% active;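 active = inhibition of the luminescence signal of 40% or more relative to plate controls, in a single-dose primary screen at 18.75 µM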
KKLEB cytotox – counter-screen for CF NF-kB inhibitors: cytotoxicity | KKLEB CF airway cells viability, ATPlite luminescence, overnight; stronger effect = lower value; cells stimulated with P. aeruginosa culture filtrate | activity change (cytotoxicity), % at 5 µM | 360,000 tested, 0.36% active;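 active = corrected activity change at or below -50% at 5 µM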
Vif imaging – inhibitors of HIV Vif; HEK293T cells, Vif self-association by quenched fluorescence, imaging, 24 h; inhibition, % at 7.49 µM; AID 602346; 340,000 tested, 0.35% active; in the data active = inhibition above about 50%, passing the limit was not always enough; note: some results filed as inactive read as strong as hits
Starred values were filed as active, the others as inactive; . = no result given. Outcome played no part in choosing rows. Share with any hit: about 3.3%.

SMILES	CF NFkB block	Shn3 inh set2	NR2E3 ag-1	Peg3 promoter	CaV13 FRET inh	TRPM1 prom inh	PDI inh	NR2E3 ag-2	HIF-2a inh	KKLEB cytotox	Vif imaging
O=C(CCNS(=O)(=O)c1ccc(Br)cc1)NCCc1ccccc1	-23.5	-14.0	-8.8	23.6	-2.2	-3.0	11.8	1.5	14.0	14.3	-4.5
CC(C(=O)O)N1C(=O)c2cccc3cccc1c23 (configuration not stated)	-0.7	2.8	-17.1	10.7	.	-14.0	10.0	4.8	11.6	-4.4	-0.7
CSc1nc(C)cc(NC(N)=O)n1	-33.3	4.4	-17.0	9.7	-1.3	-11.6	-3.6	1.5	11.8	-8.5	2.9
CC1(c2ccc3c(c2)OCCO3)NC(=O)N(CC(=O)Nc2ccccc2)C1=O (configuration not stated)	0.5	3.1	-14.7	3.5	-2.8	-5.1	-4.9	-0.8	14.3	0.7	.
O=C(Nc1cc(Cl)ccc1Oc1ccccc1)c1cnccn1	-3.0	-16.8	-6.6	6.1	.	0.9	-8.4	-3.6	15.8	-14.7	-10.5
Cc1c(Cc2ccccc2)c(=O)oc2c(C)c(OCC(=O)N[C@@H](Cc3ccccc3)C(=O)O)ccc12	-8.4	6.5	-30.0	-4.6	.	.	.	1.7	-6.8	-8.7	0.4
CCOC(=O)CNC(=O)Cn1cnc2sc(C)c(S(=O)(=O)N3CCOCC3)c2c1=O	-1.8	9.7	-17.3	-2.4	-2.3	7.3	1.1	2.5	3.7	-1.4	23.8
Cc1csc(NC(=O)c2ccc(=O)[nH]c2)n1	-27.3	-8.0	-23.1	7.8	-3.2	-3.3	-2.5	-3.2	-11.3	13.3	-3.1
Cc1ccc2c(CNCc3ccccc3)cc(=O)oc2c1	26.2	-3.6	-52.7	16.4	-3.2	6.0	0.8	0.7	-4.8	-20.6	0.9
CC(C)C(=O)N=c1sc2cc(F)cc(F)c2n1C	-7.8	-4.8	-1.3	-23.4	-4.8	.	.	0.9	-46.1	6.1	-1.8
NC(=O)CN(Cc1ccccc1)S(=O)(=O)c1ccc2c(c1)OCCO2	6.4	7.3	-24.1	2.9	-2.9	9.3	-1.0	-3.7	5.2	0.2	-0.1
O=C(OC1CCCCC1=O)c1cccc(S(=O)(=O)N2CCCCC2)c1 (configuration not stated)	3.5	11.7	-9.3	16.5	-6.4	-2.4	-1.8	-3.0	3.7	1.2	13.7
CC(C)c1ccccc1-n1c(SCC(=O)N2CCN(c3ccccc3)CC2)nnc1-c1cccnc1	1.5	12.7	-10.4	42.2	-5.4	14.0	2.9	-1.5	24.4	-4.6	-4.7
Cc1ccc2c(c1)CCCN2C(=O)CCc1nc2ccccc2c(=O)[nH]1	4.6	-2.9	-43.8	32.9	-6.6	.	-8.5	0.9	4.1	-18.8	2.2
O=C(CCSc1nnc(-c2ccccc2)o1)N1CCOCC1	13.2	-22.6	2.3	0.8	-4.9	-3.3	-3.9	0.8	-22.0	7.7	-5.8
Cc1[nH][nH]c(=O)c1N=Nc1ccc(Br)c(Cl)c1	-12.2	12.3	-16.5	-27.2	-2.2	-6.1	-6.0	-1.9	-172.3	11.9	-1.7
Cc1ccc(C)c(NC(=O)C2(C)CC3c4ccccc4C2c2ccccc23)c1 (configuration not stated)	-2.0	-1.6	12.2	17.0	.	13.8	1.6	1.0	6.2	3.1	0.8
CCO[C@H]1OC(C(=O)N2CCN(Cc3ccccc3)CC2)=C[C@@H](c2ccccc2)[C@@H]1CCCO	6.0	-44.6	-4.3	-1.2	-5.3	2.9	-1.8	1.3	6.9	1.4	-0.9
CCOC(=O)C1=C(C)NC(=O)NC1c1cccnc1 (configuration not stated)	10.0	3.2	4.5	12.4	-5.3	7.6	-0.7	2.9	1.0	2.3	5.0
O=C1/C(=C\c2ccc(O)cc2)SC(=S)N1c1cccnc1	-2.6	-7.1	-1.4	-9.6	-16.8	2.2	5.2	2.2	-4.2	1.8	-0.5
CCCC1CCC(C(=O)n2nc(N)c3cc4ccc(OC)cc4nc32)CC1 (configuration not stated)	35.9	-1.6	-5.4	9.0	-5.8	.	5.8	0.8	15.5	3.0	-2.9
Cc1ccc(-c2nc(CSCC(=O)NCCN3CCN(Cc4ccccc4)CC3)c(C)o2)cc1	-12.2	16.7	40.0	21.8	-4.1	0.9	-0.2	-3.2	13.0	-13.0	-5.4
Cc1ccoc1C(=O)Nc1ccc(CC(=O)O)cc1	5.8	39.5	6.6	-23.0	-5.5	58.2	-1.1	-0.5	87.8*	-5.4	2.2
COc1ccc(-c2ccc(CN3C(C(C)C)C(=O)N(Cc4cn(CC5CCCCC5)nn4)CCS3(=O)=O)cc2)cn1 (configuration not stated)	-2.4	32.0	3.3	11.2	-1.7	.	0.4	.	14.5	-4.7	-4.7
CCCn1c(SCC(=O)Nc2cccnc2Cl)n[nH]c1=O	-11.2	-7.1	-23.9	5.0	-2.4	-7.7	10.4	.	-2.9	5.8	1.2

Some entries already given, reduced to Vif imaging and KKLEB cytotox.
molecule | Vif imaging | KKLEB cytotox
CSc1nc(C)cc(NC(N)=O)n1 | 2.9 | -8.5
CCCn1c(SCC(=O)Nc2cccnc2Cl)n[nH]c1=O | 1.2 | 5.8

Part of the list above in order of heavy-atom count, high to low.
SMILES	CF NFkB block	Shn3 inh set2	NR2E3 ag-1	Peg3 promoter	CaV13 FRET inh	TRPM1 prom inh	PDI inh	NR2E3 ag-2	HIF-2a inh	KKLEB cytotox	Vif imaging
Cc1c(Cc2ccccc2)c(=O)oc2c(C)c(OCC(=O)N[C@@H](Cc3ccccc3)C(=O)O)ccc12	-8.4	6.5	-30.0	-4.6	.	.	.	1.7	-6.8	-8.7	0.4
CCO[C@H]1OC(C(=O)N2CCN(Cc3ccccc3)CC2)=C[C@@H](c2ccccc2)[C@@H]1CCCO	6.0	-44.6	-4.3	-1.2	-5.3	2.9	-1.8	1.3	6.9	1.4	-0.9
CC1(c2ccc3c(c2)OCCO3)NC(=O)N(CC(=O)Nc2ccccc2)C1=O (configuration not stated)	0.5	3.1	-14.7	3.5	-2.8	-5.1	-4.9	-0.8	14.3	0.7	.
Cc1ccc2c(c1)CCCN2C(=O)CCc1nc2ccccc2c(=O)[nH]1	4.6	-2.9	-43.8	32.9	-6.6	.	-8.5	0.9	4.1	-18.8	2.2
NC(=O)CN(Cc1ccccc1)S(=O)(=O)c1ccc2c(c1)OCCO2	6.4	7.3	-24.1	2.9	-2.9	9.3	-1.0	-3.7	5.2	0.2	-0.1
CCCn1c(SCC(=O)Nc2cccnc2Cl)n[nH]c1=O	-11.2	-7.1	-23.9	5.0	-2.4	-7.7	10.4	.	-2.9	5.8	1.2

Continuation:
SMILES	CF NFkB block	Shn3 inh set2	NR2E3 ag-1	Peg3 promoter	CaV13 FRET inh	TRPM1 prom inh	PDI inh	NR2E3 ag-2	HIF-2a inh	KKLEB cytotox	Vif imaging
O=C(CC(c1ccccc1O)N1CCCCC1)N1CCCCC1 (configuration not stated)	-1.4	-5.9	-14.0	-20.3	-3.8	-7.2	-8.3	0.9	-18.1	-1.5	-0.7
O=C(Oc1ccc2c(c1)OCO2)c1ccc(Br)c(S(=O)(=O)N2CCOCC2)c1	0.3	-0.8	11.6	3.8	-3.6	1.1	-10.9	0.7	14.6	-1.3	-2.9
Cc1cc(NC(=O)c2cc(-c3ccccc3)on2)n(-c2ccccc2)n1	3.0	7.3	3.8	8.2	-5.5	-5.7	-2.9	3.1	8.2	-18.9	-2.7
O=C1NC(=Nc2ccccc2)S/C1=C/c1cccnc1	8.1	16.0	3.3	-82.7	1.0	-17.1	4.4	2.8	-5.4	-4.4	-1.9
NCC12CC3CC(CC(O)(C3)C1)C2	5.1	-5.4	5.7	0.8	-9.0	3.8	-4.7	2.3	8.1	6.3	-5.2
Cc1[nH]c(=O)[nH]c(=O)c1S(=O)(=O)Nc1ccc(F)c(Cl)c1	11.5	11.7	1.6	-13.0	-3.5	-0.6	-5.2	.	13.3	-7.2	-8.3
O=C(N/C(=C/c1ccccc1)C(=O)N1CCCCC1)c1ccc(Br)o1	15.9	15.8	-15.8	15.9	-2.2	8.1	2.8	.	5.3	-12.2	-0.6
O=C(CCNC(=O)C1CCN(S(=O)(=O)c2ccccc2)CC1)NC1CC1	-15.4	-7.0	-18.3	9.3	-15.2	-1.8	2.0	1.3	2.5	-7.3	8.2
N#C/C(=N\Nc1ccc(F)cc1)C(=N)N1CCCCCC1	2.4	-48.7	-157.1	-270.7	-0.9	-78.6	0.6	0.9	-226.0	-5.2	-2.1
COC(=O)CSc1nc2cc3c(cc2cc1C#N)OCO3	-33.8	-29.4	-101.8	-329.3	.	-86.5	-3.8	-2.3	-262.4	5.2	4.6
Cc1ccccc1NC(=O)CN1C(=S)NC(C)(C)CC1C (configuration not stated)	-23.4	1.6	24.6	8.3	-7.4	-1.8	-4.2	-2.9	7.0	4.0	24.4
COc1ccc(S(=O)(=O)N2CCC(C(=O)N3CCc4ccccc4C3)CC2)cc1C	1.2	0.0	-6.6	5.2	-4.4	-5.5	-7.8	1.5	-7.2	6.5	-6.6
CCOc1ccc2[nH]c(=O)c(CN(CCOC)C(=O)N3CCOCC3)cc2c1	1.2	27.3	-11.4	-17.4	-4.0	10.7	0.8	0.3	4.0	-3.3	-2.4
COC(=O)c1ccc(S(=O)(=O)NCc2cccc(OC)c2)n1C	-5.3	-10.5	-26.9	13.2	.	2.4	-7.9	-0.3	1.8	2.6	2.1
CN(C)CCCNC(=O)C1(O)c2cc(Br)ccc2NC(=O)N1c1ccc(Cl)cc1 (configuration not stated)	1.0	-33.7	-9.1	7.0	-1.6	7.6	-0.3	0.7	6.0	1.5	11.2
C[C@@H]1CN([C@@H](C)CO)C(=O)c2c(c3ccccc3n2C)-c2ccccc2CO[C@H]1CN(C)C(=O)[C@H](C)c1ccccc1	20.5	25.5	-5.1	11.7	-6.9	.	8.2	.	8.1	-13.7	.
CC(NCc1ccc([N+](=O)[O-])cc1)C1COc2ccccc2O1 (configuration not stated)	9.7	-32.6	-6.0	-20.7	-13.9	-8.8	-16.1	-2.0	-15.8	-2.8	4.0
CC(C)CCN1C(=O)c2ccc(C(=O)OCC(=O)N(CC(C)C)C3CCS(=O)(=O)C3)cc2C1=O (configuration not stated)	-2.0	-1.6	23.7	9.8	-5.1	7.9	2.0	.	0.0	-6.3	-4.0
